# Bioassay records as filed in PubChem.
# Nrf2 ARE act: activators of Nrf2 (ARE) signaling | 410,000 compounds, 0.31% hits | AREc32 ARE-luciferase reporter (MCF7-derived line), luminescence, 24 h | Potency, µM (series often up to 46.1 µM), inactives show at the highest dose activation, actives largely listed as activators; note: potency is the fitted concentration of half-maximal effect; % of control where 0% means no effect; nearly all actives have a fitted effect of over 65% in size
#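 AREc32_Fluc, 1000 cells/well, OPTI-MEM + 5% FBS, o/n 37 deg C 5% CO2; 23 nL cpd by pin tool, 24 hr; Steady-Glo 30 min RT, luminescence.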
# A549 viability: kills or reduces viability of A549 cells in Nrf2 counter-screen | A549 ARE-Fluc cells, CellTiter-Fluor viability, 18-24 h | Potency, µM (top dose mostly 46 µM), without a hit: at the highest dose activity change, negative = cytotoxicity, actives largely listed as inhibitors | 390,000 compounds, 0.16% hits; note: potency is the fitted concentration of half-maximal effect; % is set by controls: 0 for no effect and ±100 for the full control effect
#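 A549 ARE-Fluc cells in 5% FBS OPTI-MEM, 5000 cells/well, rested 2 h then exposed to compounds in concentration-response for 18-24 h at 37 °C. Viability by CellTiter-Fluor fluorescence (Ex 405/Em 525) after 30 min; luciferase luminescence (BugLite, 15 min, RT) read afterwards.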
# CCT chaperon mod: changes cytosolic chaperonin activity | activity change, % (test concentration not listed), hits read low | purified chaperonin ATPase assay, HTRF ADP detection, 30 min | 360,000 compounds, 0.3% hits | AID 651819; in the data active = activity change below about -30%; note: % is set by controls: 0 for no effect and ±100 for the full control effect
#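 TRiC at 40 or 20 nM final (batch-dependent) in 30 mM Tris pH 7.4, 100 mM KCl, 5 mM MgCl2, 1 mM DTT, with compound at single 76 uM and 10 uM ATP, 30 min at 37 deg C. ADP detected by HTRF Transcreener, 665/615 ratio.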
# TGFb SMAD3 inh: inhibitors of TGF-b signaling | Potency, µM (doses to about 46.1 µM), for the others: top-dose activity, negative = inhibition, usual class: inhibitors | AID 588855 | 410,000 compounds, 1.2% hits | HepG2 CAGA-GFP TGF-b/SMAD3 reporter, GFP fluorescence, 18 h; TGF-beta stimulated, 500 pg/mL final; note: potency is the fitted concentration of half-maximal effect; % is set by controls: 0 for no effect and ±100 for the full control effect; nearly all actives have a fitted effect of over 65% in size
#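 First, reporter cells (HEPG2 CAGA-GFP) rested 2 h at 37 degrees C. Next, compounds were pinned in and TGF-beta added to 500 pg/mL final. After 18 h, GFP was imaged per cell and summed per well.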
# EPAC2 antag: antagonists of human EPAC2 | EPAC2 GEF exchange of Rap1B-BODIPY-GDP, fluorescence | Potency, µM (doses to about 114 µM), inactives show at the highest dose activity, negative = inhibition, actives largely listed as inhibitors | 360,000 compounds, 0.18% hits; note: potency is the fitted concentration of half-maximal effect; % is set by controls: 0 for no effect and ±100 for the full control effect; nearly all actives have a fitted effect of over 45% in size; many of its hits are not listed in these tables
# Target sequence (Q8WZA2 whole entry, looked up): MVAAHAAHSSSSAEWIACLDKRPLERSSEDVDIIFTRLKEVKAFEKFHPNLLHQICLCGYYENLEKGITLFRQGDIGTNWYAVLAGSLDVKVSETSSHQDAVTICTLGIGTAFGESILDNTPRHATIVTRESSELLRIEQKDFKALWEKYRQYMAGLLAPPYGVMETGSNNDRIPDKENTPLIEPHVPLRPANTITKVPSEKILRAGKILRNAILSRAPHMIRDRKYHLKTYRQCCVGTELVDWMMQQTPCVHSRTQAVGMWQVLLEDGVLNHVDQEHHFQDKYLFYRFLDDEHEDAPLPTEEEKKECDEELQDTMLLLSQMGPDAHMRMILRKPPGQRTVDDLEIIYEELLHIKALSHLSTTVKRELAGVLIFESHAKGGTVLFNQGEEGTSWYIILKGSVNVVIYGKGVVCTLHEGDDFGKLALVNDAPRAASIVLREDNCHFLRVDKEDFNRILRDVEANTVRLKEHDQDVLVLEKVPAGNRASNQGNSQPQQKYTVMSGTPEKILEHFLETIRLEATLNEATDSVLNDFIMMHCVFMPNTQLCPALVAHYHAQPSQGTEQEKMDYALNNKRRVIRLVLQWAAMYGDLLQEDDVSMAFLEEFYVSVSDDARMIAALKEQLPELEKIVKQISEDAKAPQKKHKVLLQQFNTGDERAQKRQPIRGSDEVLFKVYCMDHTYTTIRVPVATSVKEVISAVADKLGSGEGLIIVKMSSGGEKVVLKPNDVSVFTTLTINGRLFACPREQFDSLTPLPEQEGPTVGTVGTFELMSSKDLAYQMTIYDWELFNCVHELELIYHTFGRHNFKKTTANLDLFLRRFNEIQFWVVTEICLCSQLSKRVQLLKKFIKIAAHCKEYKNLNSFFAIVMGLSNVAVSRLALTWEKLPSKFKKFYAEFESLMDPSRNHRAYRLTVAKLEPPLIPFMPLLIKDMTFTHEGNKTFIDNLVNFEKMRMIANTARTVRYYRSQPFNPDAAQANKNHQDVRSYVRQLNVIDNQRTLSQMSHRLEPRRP
# EPAC2 ag: EPAC2 (human) agonism; 360,000 compounds, 0.079% hits; Q8WZA2; Potency, µM (top dose mostly 154 µM), for the others: top-dose activation, hits mostly activators; EPAC2 activation, biochemical qHTS; response scale: 100% = 6.5 mM cAMP response; note: potency is the fitted concentration of half-maximal effect; nearly all actives have a fitted effect of over 50% in size
#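 qHTS, titration series. 100 nM EPAC2 / 250 nM Rap1B-BODIPY-GDP / 50 uM GDP; RT; ex 480/em 540 nm, 5-min reads to 30 min. Norm. to 6.5 mM cAMP = activation.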
# pAkt inh: blocks phosphorylation of Akt; Neuro2A IGF-stimulated pAkt S473 HTRF, 20 min; stronger effect = lower value; activity change, % for hits at 50 µM; 360,000 compounds, 0.32% hits; AID 651550; in the data active = activity change below about -80%; inconclusive = mostly about -51% to -80%; note: % is set by controls: 0 for no effect and ±100 for the full control effect
#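 Single-point screen (50 µM final compound) in Neuro2A cells stimulated 20 min with 6 nM IGF at 37 deg C. After lysis, Ser473-phosphorylated Akt read by HTRF (ex 330 nm, em 615/665 nm) as the 665/615 ratio.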
# MmCpn inh: M. maripaludis TRiC chaperonin inhibition; purified Mm-Cpn ATPase, ADP Transcreener TR-FRET; Potency, µM (top dose mostly 76.9 µM), for the others: at the highest dose activity, negative = inhibition, hits mostly inhibitors; 330,000 compounds, 0.031% hits; AID 504842; note: potency is the fitted concentration of half-maximal effect; % is set by controls: 0 for no effect and ±100 for the full control effect; nearly all actives have a fitted effect of over 80% in size
#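 Compound-treated chaperonin, 25 nM final, turns over 10 uM ATP at 37°C for 30 min following a 10 min preincubation; ADP generated competes with ADP-d2 for Eu-cryptate antibody, lowering FRET.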
# Nrf2 inh: inhibitors of Nrf2 signaling | Potency, µM (top dose mostly 46 µM), inactives show top-dose activity change, negative = inhibition, hits mostly inhibitors | A549 ARE-Fluc reporter, luciferase luminescence, 18-24 h | 360,000 compounds, 2.1% hits; note: potency is the fitted concentration of half-maximal effect; % is set by controls: 0 for no effect and ±100 for the full control effect; nearly all actives have a fitted effect of over 60% in size
#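 Two sequential reads on A549 ARE_Fluc cells exposed to compound for 18-24 h: a CellTiter-Fluor fluorescence read for viability, then a luciferase luminescence read for Nrf2/ARE activity.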
# Numbers without * were called inactive; i = inactive; ? = inconclusive; . = not tested or not shown; [ ] = remark or other dose. Unless noted, calls come from the whole dose curve; as a rule, active = well fitted curve in the direction sought with a large enough effect; inconclusive = small, poorly fitted or top-dose-only effect, or another doubt; inactive = no such curve, though single readings can be large; an effect the other way counts as inactive or inconclusive.
SMILES,Nrf2 ARE act,A549 viability,CCT chaperon mod,TGFb SMAD3 inh,EPAC2 antag,EPAC2 ag,pAkt inh,MmCpn inh,Nrf2 inh
C=CCNc1oc(C2CCCC2)nc1C#N,-0.2%,-4%,.,-7%,9%,9%,.,0%,-2%
Cc1ccccc1C1NS(=O)(=O)N=C1N (configuration not stated),-0.6%,8%,0.9,12%,3%,-1%,i,1%,2%
O=C(Nc1ccccc1)c1ccc(S(=O)(=O)Nc2cccc(O)c2)cc1,0.2%,-1%,0.0,-15%,-6%,12%,i,-1%,?
Cc1ccc(-c2nn(CCC(=O)NCC3CCCO3)c(=O)c3ccccc23)cc1 (configuration not stated),0.4%,2%,0.6,1%,9%,1%,i,0%,-7%
COc1ccc(NS(=O)(=O)c2ccc(Oc3c(C#N)cccc3C#N)cc2)cc1,13%,-8%,1.7,?,-12%,9%,i,1%,13µM*
CC(C)C(C(=O)NCC1CCCO1)N(Cc1ccco1)C(=O)CNS(=O)(=O)c1ccc(F)cc1 (configuration not stated),2.4%,28%,-1.1,15%,-20%,-7%,i,-1%,.
CC1(C)CC(=O)c2c(-c3cccnc3)n[nH]c2C1,-0.7%,-1%,-1.5,11%,-13%[57.1 µM],6%,i,.,-20%
CC(Oc1ccccc1F)C(=O)NCC1(N2CCOCC2)CCCCC1 (configuration not stated),3.0%,7%,.,-11%,.,.,.,.,17%
Clc1ccccc1C=NNc1ccccn1,?,2%,-0.2,?,4%,-2%,i,.,16%
COc1ccc(C(=O)Nc2cc(C)ccc2NC(=O)COc2ccccc2)cc1,0.4%,-10%,-2.9,-6%,-3%,-3%,i,-2%,11%
O=c1c2ccccc2c(=O)n(Cc2ccccc2)n1Cc1ccccc1,1.7%,19%,0.2,11µM*,6%,8%,i,2%,?
CC(C)[C@H]1C(=O)Nc2ccccc2N1C(=O)N[C@@H](Cc1ccccc1)C(=O)N[C@H](Cc1ccccc1)C(=O)O,-0.3%,-5%,-1.6,8%,10%,8%,i,1%,6%
O=C(Oc1ccccc1C(=O)N1CCOCC1)c1ccc(F)cc1,0.0%,0%,-1.3,-3%,3%,0%,i,-2%,2%
COCCNC(=O)CSc1nc2nc(C)cc(C)n2n1,-1.0%,9%,-2.6,1%,2%,-4%,i,0%,.
C=CCN1C(=O)c2ccc(C(=O)N(CC)CC(=O)Nc3c(F)cccc3F)cc2C1=O,-0.6%,-2%,1.7,-1%,6%,-2%,i,0%,23%
Nc1cccc(-c2cncc(N3CCN(Cc4ccccn4)CC3)n2)c1,0.3%,.,-1.1,37%,5%,4%,i,.,.
Cc1nc2nc(C)n(CCN3CCOCC3)c(=O)c2c(-c2cccc([N+](=O)[O-])c2)c1C(=O)CCCCCCCCCCN1CCC(c2ccccc2)(c2ccccc2)CC1,-2.8%,?,-1.1,7.1µM*,-6%,-2%,i,.,?
COc1ccccc1/C=N/NC(=O)c1ccc2c(c1)OCO2,4.1%,-7%,-1.4,-4%,0%,8%,i,-3%,0%
COc1ccccc1N(C)S(=O)(=O)c1ccc(Cl)c(C(=O)Nc2cccc(C)n2)c1,-0.2%,-1%,1.1,-8%,-8%,12%,i,-1%,-21%
O=C(Nc1ccc(Br)cc1)c1cccnc1N1CCCCC1,2.5%,9%,-3.1,?,4%,16%,i,2%,15%
COc1ccc(/C=C/C(=O)C2(O)CCCCC2)cc1,?,9%,-2.4,-27%,7%,13%,i,-5%,?
CC(C)NC(=O)N(C)C[C@H]1Oc2ccc(NS(=O)(=O)c3ccccc3)cc2C(=O)N([C@H](C)CO)C[C@H]1C,-0.1%,-1%,-0.5,-24%,2%,2%,i,0%,2%
Cc1ccn2c(=O)nc(SCC(=O)N3CCC(C)CC3)nc2c1,-0.2%,-6%,-4.6,?,-3%,1%,i,-1%,10%
COCCCNC(=O)CCc1nc2cccnc2n1Cc1ccccc1,-0.3%,-8%,0.3,-18%,3%,1%,i,0%,12%
O=C(Nc1ccc(C(=O)N2CCCCC2)cc1)C1CCC1,-1.4%,4%,-1.8,0%,-7%,6%,i,.,8%
Cc1cc(C(=O)N/N=C2\CC(=O)CC(C)(C)C2)c(C)n1-c1ccc(F)cc1,3.3%,5%,-1.0,0%,-1%,0%,i,1%,-11%
Cc1cc(OCC(=O)N(Cc2cccs2)C2CCS(=O)(=O)C2)ccc1Cl (configuration not stated),0.3%,8%,0.2,-7%,-28%,0%,i,1%,5%
COc1cc(N2CCCC2)c(OC)cc1/C=C(/C#N)c1cccc(Br)c1,2.9%,?,-0.6,26%,-5%,18%,i,-4%,-11%
CCCn1c2ccccc2c2cn[nH]c(=O)c21,0.0%,1%,-4.4,-7%,-3%,16%,i,-1%,-26%
Cc1ccc(Nc2nnc(SCC(=O)c3c(N)n(C4CC4)c(=O)[nH]c3=O)s2)cc1C,-0.2%,1%,-4.7,?,-10%,4%,i,2%,9%

# Some of these compounds in order of count of non-hydrogen atoms, ascending.
SMILES,Nrf2 ARE act,A549 viability,CCT chaperon mod,TGFb SMAD3 inh,EPAC2 antag,EPAC2 ag,pAkt inh,MmCpn inh,Nrf2 inh
Clc1ccccc1C=NNc1ccccn1,?,2%,-0.2,?,4%,-2%,i,.,16%
COCCNC(=O)CSc1nc2nc(C)cc(C)n2n1,-1.0%,9%,-2.6,1%,2%,-4%,i,0%,.
O=C(Nc1ccc(Br)cc1)c1cccnc1N1CCCCC1,2.5%,9%,-3.1,?,4%,16%,i,2%,15%
Cc1ccn2c(=O)nc(SCC(=O)N3CCC(C)CC3)nc2c1,-0.2%,-6%,-4.6,?,-3%,1%,i,-1%,10%
COCCCNC(=O)CCc1nc2cccnc2n1Cc1ccccc1,-0.3%,-8%,0.3,-18%,3%,1%,i,0%,12%
Cc1cc(C(=O)N/N=C2\CC(=O)CC(C)(C)C2)c(C)n1-c1ccc(F)cc1,3.3%,5%,-1.0,0%,-1%,0%,i,1%,-11%
Cc1ccc(-c2nn(CCC(=O)NCC3CCCO3)c(=O)c3ccccc23)cc1 (configuration not stated),0.4%,2%,0.6,1%,9%,1%,i,0%,-7%
C=CCN1C(=O)c2ccc(C(=O)N(CC)CC(=O)Nc3c(F)cccc3F)cc2C1=O,-0.6%,-2%,1.7,-1%,6%,-2%,i,0%,23%

# (continued)
SMILES,Nrf2 ARE act,A549 viability,CCT chaperon mod,TGFb SMAD3 inh,EPAC2 antag,EPAC2 ag,pAkt inh,MmCpn inh,Nrf2 inh
Cc1cc(C)c(NC(=O)Cn2c(=O)n(CCC(=O)N3CCc4ccccc4C3)c(=O)c3ccccc32)c(C)c1,-1.0%,1%,.,-20%,.,.,.,.,5%
O=c1[nH]ccc2c([N+](=O)[O-])cccc12,0.1%,0%,-1.0,-3%,16%,2%,i,3%,?
COc1cc(S(=O)(=O)NC2CCCCC2C)ccc1-n1cnnn1 (configuration not stated),0.3%,7%,1.0,-9%,1%,-1%,i,3%,-9%
Cc1cc(C)cc(-n2c3ccc(NC(=O)Cc4cccc5ccccc45)cc3c(=O)n2C)c1,-0.4%,.,-1.8,?,-8%,6%,i,.,.
CN(CCNC(=O)c1cccc(N2CCCC2=O)c1)Cc1ccccc1,2.5%,0%,1.3,-2%,-5%,-8%,i,-2%,-14%
CCN1CC(CNC(=O)c2ccc3nc(Cc4cccc(Cl)c4)oc3c2)CC1=O (configuration not stated),-0.1%,-9%,2.1,7%,-4%,4%,i,1%,0%
CCCCC(=O)NC(c1ccc([N+](=O)[O-])cc1)c1c(O)ccc2ccccc12 (configuration not stated),19%,?,-2.4,?,-15%,0%,i,1%,?
O=C1CC(SCCO)C(=O)N1c1ccccc1 (configuration not stated),0.1%,2%,-3.6,4%,-5%,6%,i,-1%,6%
Cc1cccc(CNC(=O)C2CCC(=O)N(Cc3ccccc3F)C2)n1 (configuration not stated),1.7%,6%,-3.0,-22%,-1%,18%,i,-2%,1%
CC(=O)Nc1ccc(Cc2ccncc2)cc1,0.4%,-7%,-1.7,-9%,2%,1%,-113%*,-2%,5%
CC(C)C(=O)Nc1cccc(NC(=O)c2ccc(Cl)cc2Cl)c1,1.2%,1%,-6.8,1%,-15%,1%,i,1%,-12%
CC1C(=O)N(Cc2cn(Cc3ccco3)nn2)CCS(=O)(=O)N1Cc1ccc(-c2cccc(CO)c2)cc1 (configuration not stated),3.0%,.,-8.9,1%,4%,8%,i,.,.
c1ccc(-c2ccccc2OCCn2cncn2)cc1,-0.9%,8%,2.3,0%,8%,-8%,i,3%,3%
O=C(NN1C(=O)c2ccccc2C1=O)C1CC2CCC1C2 (configuration not stated),1.1%,16%,0.6,-14%,-4%,2%,i,0%,5%
Cc1cccc(NC(=O)CSc2nnc(CNC(=O)c3cccc(C)c3)n2-c2ccccc2)c1,-0.1%,1%,.,0%,.,.,.,.,-12%
CC(C)CC(N)c1csc(NC(=O)c2cc(C(C)(C)C)nn2Cc2ccccc2)n1 (configuration not stated),-3.8%,.,0.9,?,1%,-9%,i,.,.
O=C(NC1=NCCS1)C1CC(=O)N(c2ccc(Cl)cc2)C1 (configuration not stated),-0.4%,7%,-5.0,8%,-13%,9%,i,1%,18%
CCCn1c(SCC(=O)Nc2ccc(NC(=O)CC)cc2)nc2c1c(=O)n(C)c(=O)n2C,-0.2%,0%,-1.1,2%,4%,11%,i,1%,2%
CCCn1nnnc1SCC(=O)NCc1ccccc1,-0.8%,3%,-1.0,20%,2%,0%,i,1%,3%

# A portion of the library; count on the stated rates, not on these rows.
